# AHR act: activators of human aryl hydrocarbon receptor; P35869; AHR-responsive luciferase reporter cells, luminescence; activation, % at 5 µM; hit rate 2.5% among 320,000; in the data active = activation above about 47%;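 note: 0% = vehicle wells and 100% = reference agonist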
# Target sequence (P35869 whole entry, looked up): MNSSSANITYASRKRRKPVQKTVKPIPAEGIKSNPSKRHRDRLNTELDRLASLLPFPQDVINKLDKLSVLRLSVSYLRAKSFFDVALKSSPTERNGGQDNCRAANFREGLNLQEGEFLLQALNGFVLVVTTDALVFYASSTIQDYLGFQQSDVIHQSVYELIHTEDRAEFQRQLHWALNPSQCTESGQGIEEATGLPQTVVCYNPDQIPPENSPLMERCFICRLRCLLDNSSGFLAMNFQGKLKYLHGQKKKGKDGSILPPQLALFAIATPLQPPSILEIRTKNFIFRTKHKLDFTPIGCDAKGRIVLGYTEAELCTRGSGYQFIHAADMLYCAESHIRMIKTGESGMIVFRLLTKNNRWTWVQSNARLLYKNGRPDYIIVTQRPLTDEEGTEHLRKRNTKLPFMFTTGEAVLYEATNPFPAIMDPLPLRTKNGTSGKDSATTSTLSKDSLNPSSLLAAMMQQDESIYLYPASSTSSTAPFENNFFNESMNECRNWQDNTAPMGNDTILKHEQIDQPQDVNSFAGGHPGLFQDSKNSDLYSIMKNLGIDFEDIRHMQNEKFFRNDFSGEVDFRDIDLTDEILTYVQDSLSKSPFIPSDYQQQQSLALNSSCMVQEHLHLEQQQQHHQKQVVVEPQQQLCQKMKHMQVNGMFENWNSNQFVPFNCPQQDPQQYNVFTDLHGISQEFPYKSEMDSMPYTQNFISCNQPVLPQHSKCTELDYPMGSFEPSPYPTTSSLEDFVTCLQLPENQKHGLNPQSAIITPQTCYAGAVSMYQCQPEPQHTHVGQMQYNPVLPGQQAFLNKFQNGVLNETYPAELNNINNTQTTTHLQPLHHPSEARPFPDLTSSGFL
# RPL19A TOR yeast: modulators of TOR pathway RPL19A-GFP in S. cerevisiae | S. cerevisiae RPL19A-GFP strain, flow cytometry, 3 h; stronger effect = lower value | percent response vs DMSO, % at 10 µM | hit rate 0.3% among 330,000;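 active = percent response vs DMSO below 50%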;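 note: median channel GFP fluorescence of the barcoded RPL19A-GFP strain; ratio of sample median GFP to plate DMSO average so 100% = DMSO; lower means less RPL19A-GFP as with rapamycin TOR inhibition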
# proCasp7 act: counter-screen: procaspase-7 (human) activation. P55210. recombinant procaspase-7, Ac-DEVD-pNA absorbance 405 nm; D23A/D198A/D206A triple mutant, cannot self-cleave; scale: DMSO 0, 5 µM enzyme 100. activation, % at 8.5 µM. hit rate 0.093% among 330,000. AID 463210;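 active = percent activation above the screen-wide mean plus 3 SD, cut at about 25% in these data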
#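 Test system: Procaspase-7 triple mutant (PC-7 D3A). Also added: Ac-DEVD-pNA substrate, 400 µM as added. Schedule: 1 h enzyme–compound preincubation and 2 h substrate reaction, both 25 °C. Signal: p-Nitroaniline absorbance at 405 nm, read at 0 and 120 min. Control set: low DMSO alone, high DMSO plus 5 µM PC-7.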
# LAP4 TOR yeast: alters LAP4-GFP fluorescence in TOR pathway yeast screen. S. cerevisiae LAP4-GFP multiplex, flow cytometry GFP, 3 h; median GFP as percent of DMSO wells. GFP response vs DMSO, % at 10 µM. hit rate 0.34% among 320,000. AID 2023;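 active = GFP response vs DMSO above a set limit, about the screen mean plus 3 SD, cut at about 150% in these data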
# procasp3 activ: procaspase-3 (human) activation; P42574; recombinant procaspase-3 D3A, Ac-DEVD-pNA absorbance 405 nm; activation, % at 8.5 µM; hit rate 0.11% among 330,000; AID 463141;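 active = activation above the mean of all tested compounds plus 3 SD, cut at about 21% in these data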;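 note: 0% = DMSO alone and 100% = DMSO wells spiked with extra 5 µM PC-3 D3A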
# Target sequence (P42574 whole entry D9A/D28A/D175A): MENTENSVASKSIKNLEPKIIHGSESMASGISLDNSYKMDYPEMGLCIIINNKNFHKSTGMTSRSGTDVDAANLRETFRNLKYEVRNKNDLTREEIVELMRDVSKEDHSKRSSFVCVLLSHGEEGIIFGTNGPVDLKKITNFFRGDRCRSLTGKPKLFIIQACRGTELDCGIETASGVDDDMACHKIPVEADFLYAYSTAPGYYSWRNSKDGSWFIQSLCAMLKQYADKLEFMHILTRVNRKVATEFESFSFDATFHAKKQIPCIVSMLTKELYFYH
#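 assay system = Procaspase-3 D3A mutant | signal = absorbance at 405 nm, 0 and 120 min | times = 1 h preincubation plus 2 h reaction at 25 °C | repeats = single replicate | read-out = % activation between DMSO and enzyme-spiked controls | medium = Zinc-free HEPES saline buffer with Triton X-100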
# MEP2 TOR yeast: modulators of TOR pathway MEP2-GFP in S. cerevisiae; S. cerevisiae MEP2-GFP strain, flow cytometry GFP, 3 h; 100% = DMSO control level; GFP response vs DMSO, % at 10 µM; hit rate 0.51% among 330,000; AID 2016;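 active = GFP response versus DMSO above a set limit, roughly screen mean plus 3 SD, cut at about 180% in these data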;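 note: median GFP fluorescence of the barcode-gated MEP2-GFP cells per well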
# AGP1 TOR yeast: modulators of TOR pathway AGP1-GFP in S. cerevisiae; GFP response vs DMSO, % at 10 µM; AID 2066; hit rate 0.02% among 320,000; S. cerevisiae AGP1-GFP multiplex flow cytometry, 3 h; GFP as percent of DMSO wells;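 active = GFP response relative to DMSO above a set limit, near screen average plus 3 SD, cut at about 150% in these data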;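 note: median GFP channel fluorescence of the gated AGP1 strain per well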
# CIT2-GFP yeast: modulators of TOR pathway CIT2-GFP in S. cerevisiae | S. cerevisiae CIT2-GFP strain, flow cytometry, 3 h; 100 means same as DMSO wells | hit rate 0.065% among 320,000 | GFP response vs DMSO, % at 10 µM;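 active = GFP response relative to DMSO above a set limit, near the screen mean plus 3 SD, cut at about 150% in these data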;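 note: ratio of well median GFP fluorescence to mean of DMSO wells on the plate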
# * = called active by the depositor; nt = not tested or not shown.
SMILES,AHR act,RPL19A TOR yeast,proCasp7 act,LAP4 TOR yeast,procasp3 activ,MEP2 TOR yeast,AGP1 TOR yeast,CIT2-GFP yeast
CCc1ccc(C(=O)COC(=O)c2ccc(-c3nnc(-c4ccccc4)o3)cc2)cc1,27,97,2,89,1,90,101,103
Cc1ccc2c3c(c(SCC(=O)Nc4nonc4C)nc2c1)CCCC3,0,106,-1,115,-3,105,93,100
CN(C)S(=O)(=O)c1cccc(CSc2cccc[n+]2[O-])c1,2,106,14,114,2,107,111,94
CCCn1c(N)c(C(=O)CN2CCc3ccccc3C2)c(=O)n(C)c1=O,5,99,-5,117,0,92,99,105
O=C(Nc1cccc(F)c1)NC1(C(=O)NCC2CCCO2)CCCCC1 (configuration not stated),0,100,-2,105,3,101,106,106
Cc1cccc(OCCSc2ncnc3nc[nH]c23)c1,-1,96,-7,100,2,104,92,99
C=CCn1c(C)cc(C(=O)CSc2nnc(NCc3ccccc3)s2)c1C,9,97,-3,110,-3,97,98,83
O=C(NCc1ccco1)c1ccc(Cn2c(=O)c3ccccc3n(Cc3cccc(Cl)c3)c2=O)cc1,1,104,-5,108,2,108,103,98
Cc1ccccc1NC(=O)Cc1ccccc1,1,100,2,99,6,98,102,97
CCOc1ccc(N(CC(=O)NC2CCCCC2)S(=O)(=O)c2c(C)noc2C)cc1,1,98,22,99,8,109,102,100
CC1CCc2sc(C(=O)N3CCC(C(N)=O)CC3)cc2C1 (configuration not stated),7,100,-1,104,-2,108,106,92
CCN(CC)S(=O)(=O)c1ccc(C(=O)Nc2cc(S(=O)(=O)N3CCOCC3)ccc2O)cc1,1,95,-21,110,-7,99,101,94
CCC(C)(C)n1nnnc1C(c1cc2ccc(OC)cc2[nH]c1=O)N1CCN(C2CCCCC2)CC1 (configuration not stated),6,101,2,116,5,129,114,117
Cc1cnc(CN2CCc3c([nH]c4ccccc34)C2C2CCCCC2)[nH]1 (configuration not stated),5,98,-1,98,-2,102,101,100
CC(=O)Oc1ccc(/C=C2/C(=O)N(c3ccccc3)N=C2C)cc1,5,105,11,85,8,99,95,103
Cc1cc(OCCCN2CCN(Cc3ccccc3)CC2)ccc1[N+](=O)[O-],2,99,-3,112,7,96,104,88
c1ccc2c(c1)nc(-c1ccncc1)n2CCNc1nc(CN2CCCCC2)cs1,6,96,-1,102,4,82,84,76
CCOC(=O)N1CCC(NC(=O)C2CCN(C(=O)c3cc4sccc4n3CC)CC2)CC1,0,102,-2,108,0,91,99,89
CCCCOC(=O)c1ccc(NC(=O)C(CCS(C)(=O)=O)NC(C)=O)cc1 (configuration not stated),1,100,1,91,-9,96,97,92
O=[N+]([O-])c1ccc(N2CCN(CCOc3nonc3-c3ccccc3)CC2)c(Cl)c1,0,99,2,120,0,100,94,92
O=C(N/N=C\c1ccc(-c2ccccc2[N+](=O)[O-])o1)C1COc2cc3ccccc3cc2O1 (configuration not stated),33,96,-5,98,-16,101,94,93
Cc1ccsc1/C=N/NC(=O)CNC(=O)c1cccc([N+](=O)[O-])c1C,0,94,0,91,-2,99,96,92
CCOc1cc(NS(=O)(=O)c2ccc(OC)cc2)c(OCC)cc1NC(C)=O,11,105,0,99,-5,99,104,94
CCS(=O)(=O)n1nc(-c2ccc(Cl)cc2)nc1N,5,98,3,92,2,87,95,81
COCCn1c(=O)[nH]c2cc(C(=O)NCC3CCCO3)ccc2c1=O (configuration not stated),5,101,11,98,8,107,112,103

# Following part
SMILES,AHR act,RPL19A TOR yeast,proCasp7 act,LAP4 TOR yeast,procasp3 activ,MEP2 TOR yeast,AGP1 TOR yeast,CIT2-GFP yeast
COc1ccccc1CNC(=O)CN1C(=O)c2cccc(N)c2C1=O,18,100,3,93,-2,102,100,103
CCOC(=O)Cc1nc2nc(C)cc(C)n2n1,1,94,8,93,0,95,94,95
Nc1nc(N2CCCCC2)nc2ccccc12,27,101,4,105,-4,108,104,114
O=C(O)CC(c1ccccc1)N1C(=O)c2cccc([N+](=O)[O-])c2C1=O (configuration not stated),11,94,2,104,7,100,85,84
CCOC(=O)c1c(C)[nH]c(C(=O)Nc2cc(OCC)c(N3CCOCC3)cc2OCC)c1C,4,96,4,100,3,97,97,92
COc1ccc(S(=O)(=O)N(Cc2ccccc2)c2ccccc2C(=O)N2CCOCC2)cc1,-2,100,11,92,6,103,91,98
CC(C)(C)NC(=O)c1cccc(NC(=O)CSc2ccc(Cl)cc2)c1,8,114,-7,80,-2,95,90,104
CCOC(=O)c1nnn(-c2nc(N3CCCC3)nc(N3CCCC3)n2)c1-c1ccccc1,1,92,7,100,7,93,88,nt
O=C(c1ccccc1)N1CCN(c2ccc([N+](=O)[O-])c(NCC3CCCO3)c2)CC1 (configuration not stated),9,93,-11,101,-10,97,95,93
O=C(NCN1C(=O)C2C3C=CC(C3)C2C1=O)Nc1nncs1 (configuration not stated),-2,103,9,105,-2,106,105,111
CCC(=O)c1cc(F)c(N2CCN(S(=O)(=O)c3ccc(C)cc3)CC2)cc1C,0,94,9,103,-4,102,98,93
CC1(C)C(=O)Nc2ccccc2N1C(=O)COC(=O)c1cccnc1,2,95,-10,93,1,92,92,90
Fc1ccc(NC(=S)NC2CCCCC2)c(F)c1F,1,102,4,102,-3,101,101,107
Cc1ccc(NC(=O)C(=O)NCCCN2CCOCC2)c(C)c1,3,108,-2,96,9,99,99,111
O=C(O)[C@H](Cc1ccccc1)NC(=O)N1CCN(c2ccccc2)CC1,1,94,-6,96,-2,91,98,91
Cc1ccccc1C(=O)Oc1ccc(Cl)cc1C(=S)N1CCOCC1,4,95,-9,96,2,95,100,106
OC(C#CCCN1CCCCC1)(c1ccccc1)c1ccccc1,0,98,1,92,4,92,93,89
O=C(CN(c1cccc([N+](=O)[O-])c1)S(=O)(=O)c1ccccc1)N(Cc1ccccc1)Cc1ccccc1,4,105,3,106,4,105,107,100
CC(=O)NC(=S)Nc1ccc(NC(=O)c2cccnc2)cc1,0,97,-6,118,-7,96,114,99
CCOc1ccc(C(=O)Nc2ccc3c(c2)OCCO3)cc1,-3,92,5,84,-1,90,83,90
Cc1cc(NS(=O)(=O)c2ccccc2)no1,-2,99,5,103,7,94,98,99
O=C(C1CC1)N1CCc2cc(Br)cc(S(=O)(=O)N3CCCCCC3)c21,1,93,-2,90,-4,93,93,91
CCN(CC(=O)Nc1ccc(NC(C)=O)cc1)C(=O)c1n[nH]c(=O)c2ccccc12,-1,94,9,109,-7,101,94,84
Cc1ccc(OCc2nnc(NC(=O)OCC(C)C)s2)cc1,11,88,-6,94,-3,92,89,88
C=C(c1ccc(O)cc1)c1ccc(O)cc1,3,98,14,101,4,97,103,100

# (listing goes on)
SMILES,AHR act,RPL19A TOR yeast,proCasp7 act,LAP4 TOR yeast,procasp3 activ,MEP2 TOR yeast,AGP1 TOR yeast,CIT2-GFP yeast
Cc1cnc(C(=O)OCC(=O)c2c[nH]c3ccccc23)cn1,26,99,4,94,-2,99,100,95
C/C(=N\NC(=O)CNC(=O)c1ccc(F)cc1)c1ccco1,1,97,3,101,8,100,99,100
COc1ccc(O)c(C(=O)c2cnc3c(c2)CN(C)C(=O)N3)c1,-1,105,-6,102,-5,104,103,103
COc1cc(NC(=O)CS(=O)(=O)c2ccc(C)cc2)cc(OC)c1OC,5,107,-7,107,6,106,109,107
Cc1cc(C)nc(N/N=C/c2ccccc2OCc2ccccc2)n1,22,98,2,96,1,98,95,97
CCC(C)Sc1cc(C(F)(F)F)c(C(=O)Nc2ccc(Cl)cc2)cn1 (configuration not stated),59*,99,6,110,3,97,110,99
COC(=O)NCCOC(=O)N(O)c1ccc(Br)cc1,18,101,10,99,4,102,99,98
COc1ccccc1C(=O)Nc1ccc2c(c1)nc(CCNC(=O)c1ccccc1)n2C,-6,95,-5,106,3,103,111,103
Cc1cccc2sc(NC(=O)CCNS(=O)(=O)c3cccs3)nc12,27,98,-8,95,6,100,99,103
CCOc1ccc(NC(=O)COc2ccc(C(=O)NC(C)c3ccc(S(N)(=O)=O)cc3)cc2OC)cc1 (configuration not stated),6,97,2,105,0,101,102,101
CCCCNC(=O)N1CCCN(c2ccc(C#N)cn2)CC1,4,102,-2,88,-7,101,96,100
O=C(Nc1ccc(F)cc1F)c1cccc(S(=O)(=O)N2CCCCC2)c1,1,106,-9,115,5,113,103,99
COC(=O)c1cc2occc2n1CC(=O)Nc1ccc(C)cc1C,8,98,7,100,5,99,98,98
CCOC(=O)C1(CCCc2ccccc2)CCN(C(=O)C2CCCO2)CC1 (configuration not stated),2,99,4,99,-2,103,97,96
COc1ccc(/C=C/c2c(-c3ccc(OC)cc3)sc3ccc(N4CCOCC4)cc23)cc1,25,94,7,118,-1,90,81,75
CCC(CO)Oc1cc(NCc2ccc(C(=O)O)cc2)c2ncn(C(C)C)c2c1 (configuration not stated),0,93,6,98,7,90,97,90
COc1ccc(NC(=O)c2ccc(CNc3c(N4CCCC4)c(=O)c3=O)cc2)cc1Cl,0,99,-45,105,4,95,102,91
CC(=O)N=Cc1c(C)c(C#N)c(=O)n(C)c1O,4,104,-4,104,0,99,101,100
O=C(NCCCc1ccccc1)c1cccc([N+](=O)[O-])c1,-3,99,2,100,-6,104,96,100
Cc1ccc(Cn2c(N3CCNCC3)nc3c2c(=O)[nH]c(=O)n3C)cc1,nt,103,nt,97,nt,98,104,99
COc1nc2ccccc2nc1CCC(=O)O,2,102,3,97,-5,101,100,93
COc1ccc(C(CNC(=O)c2cc3ccccc3cc2O)N2CCOCC2)cc1 (configuration not stated),8,101,-5,107,-9,103,109,101
O=C1NC(=S)N/C1=C/c1cccn1-c1ccc([N+](=O)[O-])cc1,-1,90,2,98,-2,95,97,97
CCc1cc2c(N[C@@H](Cc3c[nH]c4ccccc34)C(=O)O)ncnc2s1,27,101,2,98,4,102,110,101
O=C(O)c1ccc(-c2ccccc2Cl)o1,1,99,3,nt,-2,99,91,95
CCC(C)C(NC(=O)C1CCC(C)CC1)C(=O)Nc1ccc(OC)cc1OC (configuration not stated),3,99,7,96,4,98,101,76

# In the list so far, 9 contain a nitro group on carbon:
SMILES,AHR act,RPL19A TOR yeast,proCasp7 act,LAP4 TOR yeast,procasp3 activ,MEP2 TOR yeast,AGP1 TOR yeast,CIT2-GFP yeast
Cc1cc(OCCCN2CCN(Cc3ccccc3)CC2)ccc1[N+](=O)[O-],2,99,-3,112,7,96,104,88
O=[N+]([O-])c1ccc(N2CCN(CCOc3nonc3-c3ccccc3)CC2)c(Cl)c1,0,99,2,120,0,100,94,92
O=C(N/N=C\c1ccc(-c2ccccc2[N+](=O)[O-])o1)C1COc2cc3ccccc3cc2O1 (configuration not stated),33,96,-5,98,-16,101,94,93
Cc1ccsc1/C=N/NC(=O)CNC(=O)c1cccc([N+](=O)[O-])c1C,0,94,0,91,-2,99,96,92
O=C(O)CC(c1ccccc1)N1C(=O)c2cccc([N+](=O)[O-])c2C1=O (configuration not stated),11,94,2,104,7,100,85,84
O=C(c1ccccc1)N1CCN(c2ccc([N+](=O)[O-])c(NCC3CCCO3)c2)CC1 (configuration not stated),9,93,-11,101,-10,97,95,93
O=C(CN(c1cccc([N+](=O)[O-])c1)S(=O)(=O)c1ccccc1)N(Cc1ccccc1)Cc1ccccc1,4,105,3,106,4,105,107,100
O=C(NCCCc1ccccc1)c1cccc([N+](=O)[O-])c1,-3,99,2,100,-6,104,96,100
O=C1NC(=S)N/C1=C/c1cccn1-c1ccc([N+](=O)[O-])cc1,-1,90,2,98,-2,95,97,97

# Bioassay records (PubChem)
